Screening results (PubChem BioAssay)
NALP3 yeast inh: NALP3 inhibition in yeast; inhibition, % at 10 µM; hit rate 0.39% among 330,000; AID 2825; Yeast reconstituted NLRP3/ASC/caspase-1, beta-gal luminescence, 24 h;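 active means inhibition of 50% or more; inactive means inhibition below 50%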;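 further: plate controls were induced DMSO wells for no effect and uninduced yeast grown without galactose for full effect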
PfGluPho inh: PfG6PD (Plasmodium falciparum) enzyme inhibition | inhibition, % at 20 µM | PfGluPho enzyme, NADPH resazurin-diaphorase fluorescence | hit rate 0.78% among 350,000;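 active means inhibition reaching at least a set limit at 20 µM in the primary screen, cut at about 59% in these data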;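 further: 0% = DMSO wells with substrate and 100% = DMSO wells lacking glucose-6-phosphate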
SENP1 FRET inh: blocks the human SENP1 SUMO protease catalytic domain; recombinant SENP1 catalytic domain, CyPet-SUMO1-YPet FRET cleavage; inhibition, % at 10 µM; hit rate 0.21% among 360,000; AID 624204;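 active means inhibition at least 30% at 10 µM, raw YFP signal under a set limit, fluorescence ratio 0.5 to 1.5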;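 further: 0% = enzyme with DMSO and 100% = no enzyme wells; some results filed as inactive read as strong as hits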
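Compound: 10 µM single point, 0.5% DMSO; Test system: hSENP1 catalytic domain, recombinant; Timing: 50 min reaction at room temperature; Technique: FRET, CFP and YFP emission; Control set: no-enzyme wells low, DMSO-plus-enzyme wells high control.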
SENP6 inh: inhibitors of human SENP6 protease; hit rate 1.8% among 330,000; Q9GZR1; inhibition, % at 10 µM; Recombinant SENP6 catalytic domain, aminoluciferin luminescence;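 active means inhibition above about 50% at the single tested dose, limit read from the data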;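 further: plate controls were DMSO wells with enzyme for no effect and DMSO wells lacking enzyme for full effect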
Target sequence (Q9GZR1 628-1112 limits assumed): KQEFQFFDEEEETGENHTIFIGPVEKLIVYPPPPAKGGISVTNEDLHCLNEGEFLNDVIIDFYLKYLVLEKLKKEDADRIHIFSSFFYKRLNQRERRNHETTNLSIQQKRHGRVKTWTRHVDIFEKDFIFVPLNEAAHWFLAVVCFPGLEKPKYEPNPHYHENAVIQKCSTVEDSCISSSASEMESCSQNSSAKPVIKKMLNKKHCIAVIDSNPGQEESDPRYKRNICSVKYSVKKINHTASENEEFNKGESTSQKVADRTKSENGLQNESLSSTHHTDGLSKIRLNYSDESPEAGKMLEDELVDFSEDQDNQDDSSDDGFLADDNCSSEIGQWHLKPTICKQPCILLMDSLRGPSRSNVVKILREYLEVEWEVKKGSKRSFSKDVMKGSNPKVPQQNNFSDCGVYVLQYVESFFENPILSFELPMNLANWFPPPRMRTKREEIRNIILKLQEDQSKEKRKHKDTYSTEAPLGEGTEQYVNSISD
SENP8 block-1: SENP8 (human) protease inhibition. inhibition, % at 20 µM. AID 602440. recombinant SENP8, Nedd8 substrate fluorescence. hit rate 0.64% among 360,000; in the data active means inhibition mostly above about 40%, no sharp cut-off; inactive means mostly below about 27%
Target sequence (Q96LD8 whole entry, looked up): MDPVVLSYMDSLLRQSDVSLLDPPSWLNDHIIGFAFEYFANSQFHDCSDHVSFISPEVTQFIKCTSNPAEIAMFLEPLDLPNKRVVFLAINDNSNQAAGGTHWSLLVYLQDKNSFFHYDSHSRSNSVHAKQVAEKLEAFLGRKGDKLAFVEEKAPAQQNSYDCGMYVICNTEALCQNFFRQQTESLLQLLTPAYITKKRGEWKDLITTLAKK
SENP8 block-2: inhibitors of human SENP8 protease; inhibition, % at 10 µM; Q96LD8; hit rate 1.2% among 330,000; AID 2540; purified SENP8, Z-RLRGG-aminoluciferin cleavage, luminescence; in the data active means inhibition above about 50%
Apaf1 inhib: inhibitors of human Apaf-1 apoptosome. O14727. reconstituted apoptosome caspase-3 activity, DEVD-Rh110 fluorescence. inhibition, % at 20 µM. hit rate 0.71% among 330,000; active means inhibition of at least 40% at 20 µM;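 further: plate controls were DMSO wells for no effect and DEVD-CHO caspase inhibitor wells for full effect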
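Material: cell-free apoptosome with Apaf-1, procaspase-3 and caspase-9; Buffer or medium: Hepes pH 7.5 with detergent and BSA; Reagent: cytochrome c trigger plus (Z-DEVD)2-Rh110 caspase-3 substrate; Times: compound with Apaf-1, dATP, procaspase-3 30 min, then 50 min reaction, room temperature; Technique: Rh110 fluorescence intensity.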
SENP7 inh: blocks the human protease SENP7. Q9BQF6. recombinant SENP7, Z-RLRGG-aminoluciferin luminescence, 40 min. inhibition, % at 5 µM. hit rate 1.5% among 330,000. AID 434973;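 active means inhibition above about 50% at the single test dose, limit read from the data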;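 further: plate controls were DMSO with enzyme for no effect and no enzyme buffer wells for full effect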
Target sequence (Q9BQF6 706-1050 limits assumed): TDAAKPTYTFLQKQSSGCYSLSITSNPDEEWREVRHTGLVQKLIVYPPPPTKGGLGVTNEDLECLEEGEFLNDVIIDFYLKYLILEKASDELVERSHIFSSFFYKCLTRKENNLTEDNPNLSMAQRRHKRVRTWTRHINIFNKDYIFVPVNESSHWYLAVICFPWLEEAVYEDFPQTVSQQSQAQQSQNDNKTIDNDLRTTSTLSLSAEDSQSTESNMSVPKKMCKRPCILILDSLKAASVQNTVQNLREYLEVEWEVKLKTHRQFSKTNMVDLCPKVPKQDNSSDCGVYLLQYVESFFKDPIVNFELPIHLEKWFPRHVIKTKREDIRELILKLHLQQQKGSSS
HKDC1 inh: inhibitors of human hexokinase HKDC1; Q2TB90; recombinant HKDC1, G6PDH/diaphorase resazurin coupled fluorescence; inhibition, % at 20 µM; hit rate 0.16% among 340,000; AID 493160;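 active means inhibition above about 35% when tested at 20 µM, limit read from the data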;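 further: plate controls were DMSO wells with enzyme for no effect and DMSO wells lacking enzyme for full effect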
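Test system: recombinant HKDC1 (HK5) hexokinase enzyme, produced in-house / Doses: 20 µM test compound, 1% DMSO / Timing: 90 min, room temperature / Detection: G6PDH/diaphorase-coupled fluorescence, 1 mM NADP, 100 µM resazurin, 525/613 nm / Control set: DMSO wells with and without enzyme mix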
Starred values were filed as active, the others as inactive; x = not tested or not shown.

No.	compound	HKDC1 inh	PfGluPho inh	SENP1 FRET inh	SENP8 block-2	SENP8 block-1	SENP6 inh	SENP7 inh	NALP3 yeast inh	Apaf1 inhib
1	CCCCn1c(N)c(N(CC(C)C)C(=O)c2cccc(-n3cnnn3)c2)c(=O)[nH]c1=O	2	-16	-6	2	-37	5	7	21	5
2	COC(=O)c1c(C)oc2ccc(OC(=O)N3CCOCC3)cc12	-3	-16	1	-1	22	-17	6	32	10
3	Cc1c(C(=O)NC(C)c2ccccc2)c(-c2ccccc2)nn1-c1ccccc1 (stereo not given)	-6	-3	5	-1	14	-14	-4	4	6
4	CCSc1nc2ccccc2n1C(=O)c1ccc(S(=O)(=O)N2CCCCCC2)cc1	4	-26	1	-3	13	7	1	27	14
5	COc1ccc(/C=N/NC(=O)C2(O)c3ccccc3-c3ccccc32)cc1	-7	1	2	-2	7	10	3	7	4
6	O=C(COC(=O)c1cc(=O)[nH]c2ccc(Br)cc12)c1ccccc1	5	1	-13	1	-34	-18	-3	26	16
7	CC12CCCCC1=CC(=O)CC2 (stereo not given)	-8	10	-48	x	-5	x	x	x	x
8	COc1ccccc1CNC(=O)CSc1nnc2ccc(-c3cccnc3)nn12	16	2	0	-6	-28	-40	-12	5	4
9	O=C(c1cc2nc(-c3ccco3)cc(C(F)(F)F)n2n1)N1CCCc2ccccc21	1	3	-23	0	-46	-8	-4	36	7
10	CC(C)c1ccc(C2OCC(C)([N+](=O)[O-])CO2)cc1 (stereo not given)	-4	2	2	x	5	x	x	x	x
11	CCC1CCc2c(sc(N)c2C(N)=O)C1 (stereo not given)	6	41	-27	-4	-76	1	-2	7	10
12	Cc1nc2c(O)cccc2cc1CO	8	3	2	-2	10	-18	4	14	6
13	CN(/C=C/c1c([N+](=O)[O-])c(=O)n(C)c(=O)n1C)c1ccccc1	-3	5	-1	8	24	24	2	19	-26
14	CCC(C)(C(=O)NC1CCCC1)N(C(=O)c1ccccn1)c1ccccc1 (stereo not given)	-6	-11	3	-4	20	-4	-6	2	-10
15	NS(=O)(=O)c1ccc(CCNC(=O)c2ccco2)cc1	3	-2	3	0	16	3	7	-4	-1
16	O=C(COC(=O)C1CCC1)NCc1ccccc1	-7	0	-1	-2	7	1	0	10	-1
17	CCN(C[C@H]1N[C@@](CC)(C(=O)OC)[C@H]2C(=O)N(C)C(=O)[C@@H]12)C(=O)Nc1ccc(C(F)(F)F)cc1	-6	2	1	-19	2	-16	-6	-1	15
18	Cc1ccc(OCC(O)CNS(=O)(=O)c2ccccc2C(=O)O)cc1 (stereo not given)	-1	-8	-1	-3	26	-6	9	6	8
19	Cc1ccc(NC(=O)Nc2cccnc2)cc1NC(=O)Nc1cccnc1	3	2	-1	-4	3	-6	-2	8	23
20	ClCc1ncc(-c2ccc(Cl)cc2)o1	10	-2	-1	-10	4	-20	4	6	11

4 compounds from above with just NALP3 yeast inh and SENP1 FRET inh:
#	SMILES	NALP3 yeast inh	SENP1 FRET inh
12	Cc1nc2c(O)cccc2cc1CO	14	2
13	CN(/C=C/c1c([N+](=O)[O-])c(=O)n(C)c(=O)n1C)c1ccccc1	19	-1
14	CCC(C)(C(=O)NC1CCCC1)N(C(=O)c1ccccn1)c1ccccc1 (stereo not given)	2	3
15	NS(=O)(=O)c1ccc(CCNC(=O)c2ccco2)cc1	-4	3

Next entries follow:
No.	compound	HKDC1 inh	PfGluPho inh	SENP1 FRET inh	SENP8 block-2	SENP8 block-1	SENP6 inh	SENP7 inh	NALP3 yeast inh	Apaf1 inhib
21	O=C1CCCCC(=O)N(c2ccccc2)c2ccccc21	-6	-2	4	2	6	-9	1	-40	0
22	O=C(NCCN1CCN(Cc2ccccc2)CC1)c1cc2c(=O)[nH]c3ccccc3c2s1	19	-2	-7	1	-272	-14	-3	10	-3
23	CCCCCC(NC(=O)C1CCN(C(=O)[C@@H](NS(=O)(=O)c2ccc(C)cc2)C(C)C)CC1)C(=O)O (stereo not given in full)	-7	-1	2	-1	19	-13	-6	1	-2
24	COc1ccc(C)cc1N(CC(=O)N1CCOCC1)S(C)(=O)=O	-4	-7	0	-10	-1	12	6	-3	-4
25	Cc1cccc(C)c1NC(=O)CCCN1C(=O)C(c2ccccc2)Oc2cccnc21 (stereo not given)	4	16	1	-2	13	11	11	4	13
26	CCOC(=O)C(C(=O)OCC)c1c([N+](=O)[O-])c(=O)n2c3c(cccc13)CCC2	1	-1	-4	-6	4	-24	-19	7	8
27	COc1ccc(OC)c(NC(=O)CSc2nnc3ccc(-c4ccccn4)nn23)c1	1	11	1	-5	11	-4	9	6	-8
28	CN(CC(=O)Nc1ccc(F)c(F)c1F)C(=O)Cc1ccc(S(=O)(=O)N2CCOCC2)s1	-2	0	0	x	8	x	x	x	x
29	CC(=O)c1ccc(NC(=O)C(C)Sc2n[nH]c(-c3cccnc3)n2)cc1 (stereo not given)	27	19	-1	2	5	-22	2	-7	6
30	COC(=O)c1ccc(COc2nc(C)cc(C)c2C#N)o1	-8	-8	-4	-4	5	2	5	24	-1
31	O=C1NCCCCC1NS(=O)(=O)c1ccccc1 (stereo not given)	-5	13	1	-1	10	7	1	19	2
32	CC(=O)c1cccc(N(C(=O)Cn2nnc3ccccc32)C(C(=O)NCc2ccccc2)c2ccccn2)c1 (stereo not given)	-4	2	2	-8	-4	-22	-9	-3	16
33	COc1ccc(C(c2nnnn2CC2CCCO2)N2CCN(c3ccc(F)cc3)CC2)cc1 (stereo not given)	-1	-12	1	-2	14	-20	2	16	9
34	COc1ccc(C2(C(=O)NC(C)C)CCCC2)cc1OC	-14	-12	-1	-7	10	5	10	-7	-8
35	CCOC(=O)c1cc2nc(Nc3ccc(OC)cc3)sc2s1	-5	-4	-50	-14	-482	-14	6	9	11
36	CCC(C)(C)NC(=O)CN(C(=O)c1snc(C(N)=O)c1N)c1ccc2c(c1)OCO2	-5	26	3	0	-22	-6	3	11	0
37	COc1ccc(/C(C)=N/NC(=O)CNC(=O)/C=C/c2ccccc2OC)cc1	-4	3	1	-11	-52	-6	-6	1	20
38	C[n+]1cnc(-c2ccccc2)cc1-c1ccccc1	-3	-1	2	-6	-30	-2	-3	10	-6
39	Cc1cc(C)c2nc(NNC(=O)c3ccc(S(=O)(=O)N4CCCCC4)cc3)sc2c1	-25	36	20	0	-4	2	-4	8	4
40	CC(C)(C)CC(=O)OCC(=O)Nc1cc(C(C)(C)C)nn1-c1ccccc1	-2	18	-1	5	10	0	2	12	-12

The results go on:
No.	compound	HKDC1 inh	PfGluPho inh	SENP1 FRET inh	SENP8 block-2	SENP8 block-1	SENP6 inh	SENP7 inh	NALP3 yeast inh	Apaf1 inhib
41	COc1cc(OC)cc(C(=O)N2CCN(c3ncccn3)CC2)c1	-1	1	1	3	0	8	-6	-17	1
42	COc1ccc(NC(=O)C2COc3ccccc3O2)cc1 (stereo not given)	-4	4	1	-15	19	3	-21	23	6
43	CNC(=O)CCCCC(=O)N/N=C/c1ccc(Cl)cc1Cl	-5	0	4	5	17	6	13	0	-1
44	Nc1nc(SCC(=O)N2N=C(c3ccc(Cl)cc3)CC2c2ccco2)n[nH]1 (stereo not given)	6	19	-2	-1	20	5	10	-2	-8
45	CC1=C(C(=O)OC(C)C)C(c2ccccn2)n2ncnc2N1 (stereo not given)	-1	18	1	2	7	-8	-4	4	0
46	NNC(=O)CNC(=O)C12CC3CC(CC(C3)C1)C2	-6	-1	1	-4	14	-14	-1	7	-28
47	O=C(Cc1ccc([N+](=O)[O-])cc1)N1N=C(C2CC2)CC1(O)C(F)(F)F (stereo not given)	1	10	2	-3	10	-39	-3	9	0
48	O=C(NCc1ccc(Cl)cc1)c1ccc(Br)o1	-2	1	3	-1	9	2	5	19	-8
49	Cc1ccc(-c2cc(C(=O)N/N=C/c3ccccc3)n[nH]2)o1	-2	4	0	-8	2	10	6	12	9
50	CCc1[nH]c(=S)c(C#N)c2c1CCCC2	2	66*	-8	-4	25	6	0	2	1
51	O=C(CCC1CCCC1)NNC(=O)COc1ccc(Br)cc1	0	-5	0	0	16	2	4	-5	2
52	O=C(O)c1ccccc1C(=O)NCc1ccccc1	-6	8	0	-2	10	-10	4	5	3
53	Cc1nc(C)c(-c2ccc(SCC(=O)Nc3cccc(Cl)c3C)nn2)s1	-7	18	1	3	12	-16	5	21	22
54	CC1(C)CC(=O)C(C(=O)c2ccccc2)C(=O)C1	-4	-3	3	-14	5	-9	-16	5	-7
55	CN(C)c1ncnc2c1ncn2C1CCCO1 (stereo not given)	-1	-4	1	x	-4	x	x	x	x
56	Cc1ccccc1CN(C)C(=O)COC(=O)c1ccc2[nH]c(C)c(C)c2c1	-4	30	-9	-13	-75	-5	-6	7	23
57	CCNc1nc(NCC)nc(C(=O)OCCO)n1	-7	9	5	-1	14	-2	-5	-3	-3
58	CSc1nc(O)c(C(c2ccc(O)cc2)c2c(O)nc(SC)[nH]c2=O)c(=O)[nH]1	-6	-8	-1	-1	22	-11	3	11	-4
59	Clc1ccc(CN2CCc3c([nH]c4ccccc34)C2)cc1Cl	10	19	-10	-4	-11	-14	-5	19	29
60	CCCc1nn(C)c2c(=O)[nH]c(-c3cc(S(=O)(=O)Nc4ccc(NC(C)=O)cc4)ccc3OCC)nc12	3	0	3	-2	6	1	1	8	4

Other entries follow:
No.	compound	HKDC1 inh	PfGluPho inh	SENP1 FRET inh	SENP8 block-2	SENP8 block-1	SENP6 inh	SENP7 inh	NALP3 yeast inh	Apaf1 inhib
61	Cc1cc2nc3ccc(=[N+](C)C)cc-3sc2cc1N	47*	102*	13	x	57*	x	x	x	x
62	C=CCN1C(=O)C(Cc2ccc(OCC)cc2)SC1=Nc1ccc(C(=O)O)cc1 (stereo not given)	-6	-1	1	-4	25	-2	2	9	-7
63	CC(C)c1ccc(NC(=O)CCN2C(=O)[C@@H]3Cc4ccccc4CN3C2=O)cc1	-3	-11	0	-13	16	-11	-4	12	6
64	O=C(Nc1ccnn1C1CCNCC1)c1ccc2c(c1)OCO2	5	-12	-5	x	6	x	x	x	x
65	Fc1ccc(CCN2CCN=C2Nc2ccccc2)cc1	-2	-5	2	-2	9	-9	-2	3	-9
66	N/C(=N\OC(=O)Cc1ccccc1)c1ccc(Br)cc1	-6	9	1	-8	8	5	-3	12	9
67	Cc1ccc(/C=C/c2nnc(-c3ccccc3)o2)cc1	-11	34	1	76*	-251	86*	6	36	-1
68	CCOC(=O)C1CCN(C(=O)c2cccnc2Cl)CC1	-13	-2	0	6	10	2	4	12	-14
69	Cc1ccc(C(=O)NC2CC(=O)N(c3ccc4c(c3)OCCO4)C2)cc1[N+](=O)[O-] (stereo not given)	-2	7	2	6	22	-2	-6	13	5
70	CC(=O)Oc1cccc(/C=c2\sc3nc(-c4ccco4)nn3c2=O)c1	9	-8	1	2	7	-10	2	15	5
71	CC(OC(=O)Cc1ccc(Cl)cc1)C(=O)NCCC1=CCCCC1 (stereo not given)	16	-6	5	9	7	12	0	6	4
72	CC(=O)Nc1ccc(C(=O)CN2C(=O)NC3(CCOc4ccccc43)C2=O)c(F)c1 (stereo not given)	-2	4	-17	4	-14	3	-9	0	-18
73	O=C(O)C1CC=CCC1C(=O)NCCc1csc(-c2ccccc2)n1 (stereo not given)	1	-8	3	-4	17	-4	7	11	6
